AMA1 RON2 block: AMA1-RON2 (P. falciparum) interaction inhibition; AlphaScreen AMA1-biotinylated RON2 peptide binding; Potency, µM (doses to about 58.2 µM), for inactives: at the highest dose activity change, negative = inhibition, most hits filed as inhibitors; 0.2% of 360,000 active; AID 720542;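 also: potency is read from the fitted curve at half-maximal effect; 0% = vehicle wells and -100% = peptide control; nearly all actives have a fitted effect of over 45% in size; some results filed as inactive show a strong effect at the top dose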
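AMA1 (3D7) with his tag at 25 nM final met compounds first, then biotinylated RON2 peptide at 25 nM; detection used donor plus acceptor beads, 10 µg/mL apiece, read by AlphaScreen after 30 min at room temperature.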
Shiga toxin inh: Shiga toxin inhibition; 9.2% of 290,000 active; Vero cells, Shiga toxin protein synthesis inhibition reporter; inhibition, % at 38.7 µM; in the data active = inhibition mostly above about 28%, no sharp cut-off; inactive = mostly below about 43%; also: 0% is about no effect
Pf growth 48h: inhibits P. falciparum growth in the first generation, 48 h; P. falciparum luciferase growth in erythrocytes, 48 h; Potency, µM (highest dose often 28.7 µM), for inactives: at the top dose activity change, negative = inhibition, hits mostly inhibitors; 5.9% of 310,000 active; also: potency is read from the fitted curve at half-maximal effect; % is scaled to controls: 0 for no effect and ±100 for the full control effect
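Luciferase-expressing parasites in RBCs, 2% Hct / 0.1% parasitemia final; RPMI 1640 + 0.5% Albumax; 37 C, 5% CO2, one generation; luminescence read-out, lower signal = inhibition.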
TbPYK inhibitor: inhibitors of Trypanosoma brucei pyruvate kinase; 0.12% of 410,000 active; TbPYK enzyme, Kinase-Glo Plus ATP luminescence, 45 min; AID 624173; Potency, µM (titrated, usually from 76.8 µM), inactives show at the top dose activity, negative = inhibition, hits mostly inhibitors; also: potency is read from the fitted curve at half-maximal effect; % is scaled to controls: 0 for no effect and ±100 for the full control effect; nearly all actives have a fitted effect of over 50% in size
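In this concentration-response screen, enzyme-free wells defined baseline while DMSO plates tracked drift. Each reaction combined TbPYK, substrate, compound and 130 uM ADP for 45 min at room temperature. Kinase-Glo Plus luminescence gave the signal.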
LmPK inhibitor: LmPK (Leishmania mexicana) enzyme inhibition; purified LmPK, Kinase-Glo ATP luminescence, 1 h; 0.37% of 290,000 active; Q27686; Potency, µM (highest dose often 57.5 µM), without a hit: at the highest dose activity change, negative = inhibition, most hits filed as inhibitors; also: potency is read from the fitted curve at half-maximal effect; % is scaled to controls: 0 for no effect and ±100 for the full control effect
Target sequence (Q27686 whole entry, looked up): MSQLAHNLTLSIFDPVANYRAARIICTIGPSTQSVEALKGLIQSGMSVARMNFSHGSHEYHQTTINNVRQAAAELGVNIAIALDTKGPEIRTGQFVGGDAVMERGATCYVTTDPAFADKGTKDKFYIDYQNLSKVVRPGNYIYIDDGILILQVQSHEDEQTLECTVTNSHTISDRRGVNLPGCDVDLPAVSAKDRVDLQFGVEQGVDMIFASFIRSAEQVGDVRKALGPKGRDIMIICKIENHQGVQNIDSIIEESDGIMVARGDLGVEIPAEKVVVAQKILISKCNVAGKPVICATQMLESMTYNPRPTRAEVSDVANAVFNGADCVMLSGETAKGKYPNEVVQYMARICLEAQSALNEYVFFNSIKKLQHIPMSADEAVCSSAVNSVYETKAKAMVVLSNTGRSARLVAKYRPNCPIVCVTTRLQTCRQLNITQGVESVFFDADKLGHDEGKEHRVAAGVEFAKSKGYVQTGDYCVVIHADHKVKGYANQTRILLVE
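ATP generated from ADP (0.1 mM) and PEP (0.5 mM) by 0.1 nM LmPK over 1 h at room temperature (pH 7.2 imidazole buffer) was detected by coupled luciferase luminescence. Values were normalized to uninhibited and no-enzyme wells.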
Cycloheximide cs: affects cycloheximide protein synthesis inhibition readout, counter-screen | cell reporter, cycloheximide protein synthesis inhibition counterscreen | max response, % | 12% of 300,000 active; in the data active = max response mostly above about 13%, no sharp cut-off; inactive = mostly below about 14%; also: read at 38.3 µM for the half of the compounds with a filed dose; 0% is about no effect
Pf growth 96h: P. falciparum growth inhibition at 96 hour, primary screen for plastid delayed-death inhibitors; P. falciparum luciferase reporter growth, 96 h; Potency, µM (titrated, usually from 28.7 µM), for inactives: at the top dose activity change, negative = inhibition, usual class: inhibitors; 6.9% of 320,000 active; AID 504834; also: potency is read from the fitted curve at half-maximal effect; % is scaled to controls: 0 for no effect and ±100 for the full control effect
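Compounds incubated with erythrocytes infected by luciferase-expressing P. falciparum (2% hematocrit, 0.05% parasitemia final) for 96 hours, 37 C in 5% CO2. Growth inhibition scored as decreased luciferase luminescence.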
* marks the source's active call; other numbers are inactive results; ? = inconclusive; / = not tested or not shown; + = active, no number; & = joins results of further samples; [ ] = dose if it differs, or a comment. Unless noted, calls follow the shape of the dose curve; as a rule, active = well fitted curve in the direction sought with a large enough effect; inconclusive = small, poorly fitted or top-dose-only effect, or another doubt; inactive = no such curve, though single readings can be large; an effect the other way counts as inactive or inconclusive.

SMILES	AMA1 RON2 block	Shiga toxin inh	Pf growth 48h	TbPYK inhibitor	LmPK inhibitor	Cycloheximide cs	Pf growth 96h
O=C(NC1CCCC1)C(c1ccccn1)N(C(=O)c1csnn1)C1CC1 (centres undefined)	42%[activator]	10	5%	-8%	-1%	5	0%
CNC(=O)c1ccccc1Sc1ccccc1CO	-8%	11	-35%	2%	-1%	1	-2%
Cc1ccc(C)c(-n2c(=O)c(C#N)cc3c(=O)n4ccccc4nc32)c1	0%	-11	2%	-5%	1%[11.5 µM]	12	36%[activator]
O=C(CN1CCN(CCC(=O)Nc2ccccc2F)CC1)Nc1ccc(Cl)cc1	-4%	8	?	6%	-1%	7	35%[activator]
Cc1cccc(OCCCC(=O)NC(C)C)c1	-7%	-9	-10%	-5%	-7%	-3	-13%
Cc1cc(Cl)cc(C)c1OCCn1ccnc1	11%	-5	-9%[0.00184 µM]	-6%	-2%	-6	27%
CCOC(=O)/C=c1\s/c(=C\c2c(OC)ccc3ccccc23)c(=O)n1CC(=O)NCC1CCCO1 (centres undefined)	-9%	-6	?	-4%	2%	-2	/
O=C(O)c1ccc(N2CCCCC2)cc1O	-4%	19	3%	3%	2%	3	21%
O=C(CCn1cccc1)NCCc1ccc(Cl)cc1	-11%	32	6%	-6%	-2%	-4	10µM*
CC(=O)Nc1cccc(Oc2nc(C)cc(C)c2C#N)c1	-6%	-5	0%	-18%	9%	-2	21%
O=c1ccc(=O)n(-c2ccccc2)[nH]1	-14%	40	11%	-16%	-17%	-2	49%[activator]
O=C(COC(=O)Cc1ccc(Cl)cc1)Nc1ccccc1F	41%[activator]	-5	19%	-1%	0%	5	141%[activator]
O=C(O)C1Nc2c(C(F)(F)F)ccc(Cl)c2C2C=CCC12 (centres undefined)	0%	-7	/	?	-4%	-5	4%
CCCCOC(=O)Nc1ccc(S(=O)(=O)Nc2nc(C)cc(C)n2)cc1	9%	-16	-5%	-12%	-6%	-2	?
COC(=O)C12CCC3(SCCS3)C(C(=O)OC)(CCC13SCCS3)C2	-11%	-8	-8%	-2%	2%	-2	?
O=C(Nn1cnnc1)c1ccccc1-c1ccccc1	15%	-6	5%	2%	2%	1	/
Cc1cc(-c2nnc(SCC(=O)c3ccc(F)cc3)o2)no1	30%	-4	26%	-3%	-3%	5	26%
O=C(CSc1ncc(C(F)(F)F)cc1Cl)NCC1CCCO1 (centres undefined)	-2%	6	147%[activator]	6%	1%	1	0%
CN1CCN(C(=O)CSc2nc3ccc(NC(=O)c4ccccc4F)cc3s2)CC1	-1%	24	?	-2%	-1%	14*	?
CCOc1cc(/C=N/NC(=O)c2cccnc2)ccc1O	42%[activator]	42	48%[activator]	5%	-2%	9	117%[activator]
CC(NC(=O)C1CCN(S(=O)(=O)c2ccc(Br)s2)CC1)c1ccccc1 (centres undefined)	-11%	16	0%	6%	2%	12	24%
Cc1cc(C)n(-c2ccc(C(=O)OCn3nnc4ccccc4c3=O)cc2)n1	-15%	11	-11%	1%	2%	-2	4%
CN(CC(=O)Nc1ccc(Cl)cc1)CC(=O)Nc1cccc2ccccc12	33%[activator]	/	12%	-2%	/	/	?
CCc1ccc(N2C(=O)NC(=O)/C(=C\c3cccn3CCOc3ccc(C(C)C)cc3)C2=O)cc1	11%	+	145%[activator]	-10%	1%	73*	175%[activator]
O=C(Nc1nnc(COc2ccccc2)s1)c1ccco1	1%	-6	46%[activator]	3%	3%	1	/
O=C(Nc1ccccc1C(=O)Nc1ccccn1)c1ccccc1F	0%	-5	0%	-1%	-2%	-3	-10%
Cc1cc(C)cc(NC(=O)C2CCN(C(=O)[C@@H]3Cc4ccccc4CN3)CC2)c1	-12%	17	2%	?	1%	-3	6%
COc1ccc(N2CCN(C(=O)Cc3nn(C)c(=O)c4ccccc34)CC2)cc1	-1%	-7	1%	3%	0%	0	9%
COc1ccc(NC(=O)CCC(=O)c2cccs2)cc1S(=O)(=O)Nc1ccc(Cl)cc1	11%	2	11%	3%	1%	8	5%
COC(=O)C1=C(c2ccccc2OCc2ccccc2)C[C@@H]2CC[C@H]1N2C(=O)NCCOc1ccccc1Cl	-9%	/	5.2µM*	-10%	/	/	?
CCCN1CCC(=O)N([C@H](CSc2ccc(Br)cc2)Cc2ccccc2)CC1	-24%	-6	?	-2%	1%	-2	1.9µM*
O=C(CCc1nc2ccccc2c(=O)[nH]1)NCc1ccco1	-17%	23	-2%	-7%	2%	-2	17%
Cn1c(=O)[nH]c(=O)c2c1nc(N1CCCCC1)n2C/C=N/NC(=O)c1cc(Br)ccc1O	100%[activator]	28	-18%	-12%	5%	8	?
Cc1ccc(-c2ccnc(-c3ccc(O)cc3)n2)cc1	6%	80*	265%[activator]	0%	-2%	31*	171%[activator]
CC(OC(=O)C1=COCCO1)C(=O)Nc1ccc(Oc2ccccc2)cc1 (centres undefined)	3%	-17	/	-7%	4%	18	-1%
CCOC(=O)c1[nH]c(C)c(C(=O)N(C)Cc2ccccc2)c1C	-8%	41	-20%	0%	-1%	15	49%[activator]
CCOc1ccccc1N(CC(=O)Nc1ccc(C)cc1)S(C)(=O)=O	7%	-4	1%	-4%	-1%	-5	-22%
Cc1[nH]nc(SCC(=O)N2CCCCC2)c1[N+](=O)[O-]	-4%	86	87%[activator]	-6%	7%	23*	4%
COc1ccccc1NC(=O)C1=C(C)NC(=O)NC1c1ccccc1[N+](=O)[O-] (centres undefined)	1%	45*	?	-2%	0%	30*	?
Cc1cc(-c2ccc(N=Nc3c(S(=O)(=O)O)cc4cc(S(=O)(=O)O)cc(N)c4c3O)c(C)c2)ccc1N=Nc1c(S(=O)(=O)O)cc2cc(S(=O)(=O)O)cc(N)c2c1O	/	/	6.6µM*	?	/	/	9.5µM*
O=Cc1ccc(OC(=O)/C=C/c2ccccc2)cc1	5%	25*	?	-5%	0%	34*	0%
CC(=O)C1=C(C)N2CCN=C2S1	-4%	-11	23%	5%	4%	0	-8%
Cn1c(O)c(C=NCCCNC2CCCCC2)c(=O)n(C)c1=O	9%	1	-11%	-4%	0%	-5	-14%
CCN(CC)CCNC(CC(=O)Nc1ccc(Cl)cc1Cl)C(=O)O (centres undefined)	36%[activator]	-1	27%	-2%	1%	-2	29%
Cc1cccc(C(=O)N2CCCC(Nc3ccc(C)c(C)c3)C2)n1 (centres undefined)	-15%	-14	3%	-4%	1%	9	?

Three successive entries already listed, quoted:
SMILES	AMA1 RON2 block	Shiga toxin inh	Pf growth 48h	TbPYK inhibitor	LmPK inhibitor	Cycloheximide cs	Pf growth 96h
Cc1cc(-c2ccc(N=Nc3c(S(=O)(=O)O)cc4cc(S(=O)(=O)O)cc(N)c4c3O)c(C)c2)ccc1N=Nc1c(S(=O)(=O)O)cc2cc(S(=O)(=O)O)cc(N)c2c1O	/	/	6.6µM*	?	/	/	9.5µM*
O=Cc1ccc(OC(=O)/C=C/c2ccccc2)cc1	5%	25*	?	-5%	0%	34*	0%
CC(=O)C1=C(C)N2CCN=C2S1	-4%	-11	23%	5%	4%	0	-8%

Later entries
SMILES	AMA1 RON2 block	Shiga toxin inh	Pf growth 48h	TbPYK inhibitor	LmPK inhibitor	Cycloheximide cs	Pf growth 96h
CS(=O)(=O)c1ccc(C(=O)OCC(=O)c2ccc(Cl)s2)cc1	-14%	/	21%	8%	/	/	29%
CSCCC(NC(=O)COc1ccccc1)C(=O)N1CCN(c2ccccc2Cl)CC1 (centres undefined)	6%	/	?	0%	/	/	?
COc1ccc2oc(-c3ccc(C)c(NC(=O)CSc4ccc(Cl)cc4)c3)nc2c1	1%	65*	40%[activator]	-3%&-3%	-1%	25*	92%[activator]
COC(=O)[C@@]12CCCN1[C@H](c1ccc(-c3ccc(Cl)c(Cl)c3)cc1)[C@H]1C(=O)N(C)C(=O)[C@H]12	-20%	/	?	0%	/	/	?
Cc1oc(-c2ccc(Cl)cc2)nc1CN1CCC(C(=O)NCc2cccnc2)CC1	-4%	5	-36%	5%	-1%	8	0%
c1ccc2c(-n3cccn3)cccc2c1	11%	83*	49%[activator]	1%	-8%	36*	-18%
N#Cc1ccc(CSc2ccccn2)c(Cl)c1	15%	117	?	-5%	0%	25*	2%
O=C(COc1cccc(-n2cnnn2)c1)NC1CCCCC1	0%	18	8%	4%	0%	7	?
CNC(=O)c1c(NC(=O)CCS(=O)(=O)c2ccccc2)sc2c1CCN(C(=O)OC)C2	-18%	/	?	-18%	/	/	?
CCN(CC)C(=O)Cn1c(=O)n(-c2ccc(CC(=O)NCc3ccccc3)cc2)c(=O)c2sccc21	-5%	-5	-1%	0%	0%	-5	?
CCOc1cccc(Nc2ccc([N+](=O)[O-])cn2)c1	-9%	/	73%[activator]	3%	-2%	29*	-17%
COC(=O)c1cc(OC)c(OC)cc1NC(=O)C1CCC(=O)N1S(=O)(=O)c1ccc(C)cc1 (centres undefined)	14%	-7	?	12%	-1%	1	1%
C=CCn1c(=N)c(C(=O)NCCCOC)cc2c(=O)n3cc(C)ccc3nc21	14%	-4	13%	5%	-4%	-3	7.4µM*
Cc1cccc(C)c1-n1c(C)nn(CC2CC2)c1=O	7%	-7	?	3%	12%	-1	-68%
O=C(CN1C(=O)c2ccccc2C1=O)NNC1=NS(=O)(=O)c2ccccc21	5%	-3	-1%	-5%	-2%	-3	-4%
Cc1ccccc1C(=O)NC1CC(C)(C)NC(C)(C)C1	7%	7	5%	5%	5%	6	?
N#C/C(=C\c1ccc[nH]1)C(=O)Nc1ccccc1[N+](=O)[O-]	-16%	67*	83%[activator]	-6%	-17%	22*	-12%
Cn1ccc(C(=O)Oc2ccc(C(=O)Nc3ccc(F)cc3F)cc2)n1	-5%	53	/	-1%	-21%	26*	9%
COc1ccc(CN(C)C(=O)c2cccc(C(=O)N(C)Cc3ccc(OC)cc3)c2)cc1	2%	-5	?	0%	0%	-4	?
CCNC(=O)CN(c1ccc(Cl)cc1)S(=O)(=O)c1ccccc1	-11%	29	5%	-3%	8%	-2	/
CCn1c(SCC(=O)NC2CCCCC2)nnc1-c1cccnc1	19%	1	-2%	-5%	2%	1	11%
Cc1cc2cc(CNC(=O)CC(C)C)ccc2n1C	-8%	83	-1%	?	-1%	2	121%[activator]
O=C(CSc1nc2c(sc3ccccc32)c(=O)n1Cc1ccco1)NCC1CCCO1 (centres undefined)	15%	3	8.3µM*	-9%	3%	0	9.3µM*
Cc1ccccc1-n1nc2c(c1NC(=O)C1CCCC1)CS(=O)(=O)C2	7%	-2	1%	0%	1%	2	12%
COc1ccccc1-c1nnc(NC(=O)CCS(=O)(=O)c2ccccc2)o1	34%[activator]	4	-10%	1%	1%	10	?
COc1ccc(CC(=O)OCC(=O)Nc2c(C)n(C)n(-c3ccccc3)c2=O)cc1	1%	38	26%	0%	-2%	-3	/
CC1CN(CC(=O)c2ccccc2Cl)CC(C)O1 (centres undefined)	2%	7	28%	-15%	1%	5	54%[activator]
CCC(=O)Nc1ccc(C(=O)Cn2nc(C(=O)O)c3ccccc3c2=O)cc1	/	16	8%	/	-1%	2	35%[activator]
Cc1ccccc1Nc1ccc2nonc2c1[N+](=O)[O-]	-6%	-3	12%	1%	-6%	-2	6.6µM*
FC(F)(F)c1cnc(N2CCN(C(=S)NCc3ccccc3)CC2)c(Cl)c1	?	-7	12%	5%	6%	0	25%

High-throughput results as filed in PubChem BioAssay.

Rows are unselected (roughly 21% active in at least one column).
